Screens as filed in PubChem BioAssay.
TcdB GH inh: blocks C. difficile toxin B glycohydrolase activity. AID 652162. 350,000 tested, 0.24% active. inhibition, % at 9.99 µM. TcdB glycohydrolase enzymatic assay, plate reader. P18177; in the data active = inhibition above about 10%
The depositor's hits bear a star.

SMILES | TcdB GH inh
CCOC(=O)[C@]12CCCC=C1N(Cc1ccc3c(c1)OCO3)C(=O)[C@H](CC(=O)NCCc1ccccc1OC)C2 | -4.7
COC(=O)C[C@H]1CC[C@@H](NC(=O)Nc2cccc(OC)c2)[C@@H](CO)O1 | 0.5
CN(C)CC(=O)N1[C@@H](C#N)[C@H](c2ccccc2-c2ccc(C(=O)N(C)C)cc2)[C@@H]1CO | -0.1
O=C(c1ccc(F)cc1)N1C[C@@H]2N[C@H](C1)C2c1ccc(-c2cncnc2)cc1 (some centres undefined) | 0.5
CCC(C)CN1C(=O)CSCC1(C)C(=O)Nc1ccc2c(c1)OCCO2 (centres undefined) | 1.9
CC(C)(C)c1cccc(N/C(=C\C(=O)c2ccccc2)c2ccccc2)c1 | 1.0
CCCNC(=O)N1CC2(C1)CN(Cc1ccc(F)cc1)[C@@H](CO)c1[nH]c3cc(OC)ccc3c12 | -1.6
C#CCNC(=O)C[C@H]1C[C@@]2(C(=O)OC)C(=C[C@H](C3CCCC3)O[C@@H]2C)N(Cc2ccccc2)C1=O | 0.4
CC=Cc1ccc2n(c1=O)C[C@@H]1[C@@H](CO)[C@H](C(=O)NCCc3ccncc3)[C@H]2N1CCc1ccccc1 (mixture of isomers) | -0.5
O=C(C1CCCC1)N1CC(=O)N2[C@H](CO)[C@@H](c3ccc(C#CCc4ccccc4)cc3)[C@@H]2C1 | 0.0
CN1C(=O)[C@@]2(C3=C(CCCC3=O)OC3=C2C(=O)OC2(CCCCC2)C3)c2ccccc21 | -0.4
COc1ccc2c3c(n(C)c2c1)[C@@H](CO)N(C(=O)Nc1ccc(F)cc1)CC31CCN(C(=O)CN2CCOCC2)CC1 | 0.0
COc1ccc2c3c([nH]c2c1)[C@@H](CO)N(C)CC31CCN(S(=O)(=O)c2ccc(C)cc2)CC1 | 1.4
COc1ccc2c3c(n(C)c2c1)[C@@H](CO)N(C(=O)NC1CCCC1)CC31CCN(C)CC1 | 1.6
CO[C@@H]1CN(C)C(=O)c2ccc(NC(=O)c3ccno3)cc2OC[C@@H](C)NC[C@@H]1C | 0.6
CC(=O)N1CC2(C1)[C@@H](c1ccc(-c3ccc(C#N)cc3)cc1)[C@@H](CO)N2CCC(F)(F)F | -1.2
Nc1nc2c(C(=O)N3CCCC3)nnn2c2ccccc12 | 1.6
O=C(Nc1ccccc1F)N1CC(=O)N2[C@H](CO)[C@H](c3ccc(-c4ccccc4)cc3)[C@@H]2C1 | 1.3
CCCCOCCCNC(=O)C[C@@H]1C[C@@]2(C(=O)OCC)CCCC=C2N(CCc2ccc(OC)c(OC)c2)C1=O | 0.0
COc1ccc2c3c(n(C)c2c1)[C@H](CO)N(C(=O)NC(C)C)CC31CCN(C(=O)NC(C)C)CC1 | -0.6
COC(=O)C1=C(C)N(Cc2ccc(C(F)(F)F)cc2)C(=NCc2ccccc2C(F)(F)F)NC1c1ccc(F)cc1 (centres undefined) | 0.1
COC(=O)C1(C(=O)OC)C[C@H](c2ccc(OC)cc2)N(Cc2ccccc2OC)[C@@H]1c1ccccc1 | 1.1
Cc1nnc2nc(N)[nH]n2c1=O | -0.1
C[C@@H]1CN([C@@H](C)CO)C(=O)CCCn2cc(nn2)CO[C@@H]1CN(C)S(=O)(=O)c1cccc(C#N)c1 | -0.1
O=C(c1cccnc1)N1CC(=O)N2[C@@H](CO)[C@H](c3ccc(-c4ccc(F)cc4)cc3)[C@@H]2C1 | -2.0
CN(C)CC(=O)N1CC2(C1)[C@H](c1ccccc1)[C@@H](CO)N2C(=O)C1CCCCC1 | 0.1
CCS(=O)(=O)N1CC(=O)N2[C@H](CO)[C@@H](c3ccc(C#Cc4cccc(F)c4)cc3)[C@H]2C1 | 1.9
CCC(=O)N1Cc2cc(C(=O)NCc3cccc(F)c3)nc(-c3cccc(C4=CCCC4)c3)c2[C@H]1CCO | 2.1
O=C(NCCN1CCC2(CC1)C(=O)NCN2c1ccccc1)c1ccccc1C(F)(F)F | 0.9
COc1ccc2c(c1)[C@@]1(OCCC=C[C@H]1C)C(=O)N2CC1CC1 | 2.0
CN(C)C(=O)c1cccc(-c2ccccc2[C@@H]2[C@@H](C#N)N(C(=O)C3CCC3)[C@@H]2CO)c1 | -0.7
COc1ccc(-c2ccc([C@@H]3[C@@H](CO)N4C(=O)CN(Cc5ccc(F)cc5)C[C@H]34)cc2)cc1 | -0.1
O=C(C1CCCC1)N1CC[C@@H]2[C@H](CO)Nc3ccc(C4=CCCCC4)cc3[C@@H]21 | 0.8
CCCNC(=O)N1CC(=O)N2[C@H](CO)[C@@H](c3ccc(C#Cc4cccc(OC)c4)cc3)[C@H]2C1 | -0.1
COc1cccc(C(=O)N2CCC[C@H]2C(=O)N2CCC[C@H]2C(=O)N[C@@H](C)c2ccccc2)c1 | 0.3
CC(C)NC(=O)N(C)C[C@H]1Oc2ccc(NC(=O)CCCCCC(=O)Nc3ccccc3N)cc2CC(=O)N([C@@H](C)CO)C[C@H]1C | -0.6
Cc1[nH]c2ccccc2c1CC(=O)Nc1ccc(Oc2cccnc2)cc1 | -0.1
Nc1sc(-c2ccccc2)cc1C(=O)N1CCN(c2ccccc2)CC1 | 1.0
COc1ccc(NC(=O)C(c2cc3ccccc3o2)n2c(=O)c(-c3cc4ccccc4[nH]3)nc3ccccc32)cc1 (centres undefined) | -0.1
CCS(=O)(=O)Nc1ccc2c(c1)C(=O)N(C)[C@H]1CC[C@H](CC(=O)NCCCN3CCOCC3)O[C@@H]1CO2 | 0.1

Reprinted from the part before: 2 entries, then new ones.
SMILES | TcdB GH inh
COc1ccc(NC(=O)C(c2cc3ccccc3o2)n2c(=O)c(-c3cc4ccccc4[nH]3)nc3ccccc32)cc1 (centres undefined) | -0.1
CCS(=O)(=O)Nc1ccc2c(c1)C(=O)N(C)[C@H]1CC[C@H](CC(=O)NCCCN3CCOCC3)O[C@@H]1CO2 | 0.1
COc1ccc2c3c([nH]c2c1)[C@@H](CO)N(C(=O)C1CCCC1)CC31CCN(Cc2cccc(F)c2)CC1 | 0.8
C[C@@H]1CN([C@@H](C)CO)C(=O)Cc2cc(NC(=O)c3ccncc3)ccc2O[C@H]1CN(C)Cc1ccc(C(=O)O)cc1 | -1.8
Cc1cccc(-c2ccc([C@@H]3[C@@H](CO)N4C(=O)CN(C(=O)Cc5ccccn5)C[C@H]34)cc2)c1 | 0.6
CC(C)CCN1C(=O)CSCC1(C)C(=O)Nc1ccc2c(c1)OCCO2 (centres undefined) | 1.0
Cc1ccc(S(=O)(=O)NC[C@@H]2CC[C@H]3[C@H](CN3Cc3cc(-c4ccccc4)on3)O2)cc1 | 0.4
Cc1cccc(C)c1NC(=O)C(c1ccccc1F)n1c(=O)c(-c2cc3ccccc3[nH]2)nc2ccccc21 (centres undefined) | -1.4
OC[C@@H]1CC[C@@H]2O[C@H](CCc3ccc(-c4ccc(F)cc4)cc3)[C@@H](n3cc(C4CC4)nn3)C[C@@H]2O1 | 0.9
COc1ccc(-c2cc(NC(=O)Cc3c(C)[nH]c4ccccc34)ccc2Nc2cccnc2)cc1OC | -0.6
CO[C@H]1CN(C)C(=O)c2cc(NC(=O)NC3CCCC3)ccc2OC[C@@H](C)N(CC2CC2)C[C@@H]1C | -0.8
COc1ccc2c3c(n(C)c2c1)[C@@H](CO)NCC31CN(Cc2ccc(-c3ccccn3)cc2)C1 | 1.1
COc1ccc2c3c(n(C)c2c1)[C@@H](CO)N(C(=O)c1ccccn1)CC31CCN(C(=O)Cc2ccccc2)CC1 | 0.8
CN1CCN(C2CN(Cc3cn(Cc4ccc(F)cc4)nn3)S(=O)(=O)C2)CC1 (centres undefined) | 0.3
CCCNC(=O)C[C@H]1CC[C@@H]2[C@H](COc3ccc(NC(=O)NCCC)cc3C(=O)N2C)O1 | 0.2
COc1ccc2c3c(n(C)c2c1)[C@H](CO)NCC31CN(Cc2ccccc2Cl)C1 | -0.7
CCC(=O)N1[C@H](CO)[C@H](c2ccc(-c3ccccc3OC)cc2)C12CN(C(C)=O)C2 | 1.6
COC(=O)C[C@@H]1C=C[C@H](NS(=O)(=O)c2cccc(F)c2)[C@@H](CO)O1 | -0.3
O=C(C[C@@H]1C=C[C@@H](NC(=O)CN2CCOCC2)[C@H](CO)O1)NCCc1ccncc1 | -0.9
COC(=O)c1c(-c2ccc(OC)cc2)c2c(c3c4cc(F)ccc4n(S(=O)(=O)c4ccc(C)cc4)c13)C(=O)N(C)C2 | 0.7
CN1C(=O)c2cc(NC(=O)C3CCC3)ccc2OC[C@@H]2O[C@H](CC(=O)NCCc3ccncc3)CC[C@@H]21 | 0.9
COc1ccc2c3c(n(C)c2c1)[C@H](CO)N(C(=O)Nc1ccc(F)cc1)CC31CCN(C(=O)NC2CCCC2)CC1 | -0.5
CCCCNC(=O)c1nc(C2CCNCC2)oc1-c1cccc(C(F)(F)F)c1 | 0.0
CC(=O)N(C)C[C@H]1[C@@H](c2ccc(-c3cccc(F)c3)cc2)[C@@H](CO)N1C(C)=O | -3.6
O=C(c1ccccc1)N1CC2(C1)[C@H](c1ccccc1)[C@@H](CO)N2CC1CC1 | -1.7
CCN(CC)CCN(C)C(c1cc2ccccc2o1)c1nnnn1C(C)(C)C (centres undefined) | 0.5
O=C(Cc1cccnc1)N1CC(=O)N2[C@@H](CO)[C@@H](c3ccc(C#CC4CC4)cc3)[C@@H]2C1 | 0.4
COCC(=O)N1CC2(C1)[C@H](c1ccccc1)[C@@H](CO)N2Cc1ccccc1OC | 0.4
C[C@H](O)C#Cc1cnc2c(c1)C(=O)N([C@@H](C)CO)C[C@H](C)[C@H](CN(C)C(=O)CN1CCOCC1)O2 | 0.1
COC(=O)c1cc2c(c3c4cc(C)ccc4n(S(=O)(=O)c4cccc(C)c4)c13)C(=O)N(Cc1ccc(N(C)C)cc1)C2 | 0.9
CC(C)C[C@@H](CN1CCC[C@H]1CN1C(=O)C(=O)NC[C@@H]1Cc1ccccc1)N1C[C@H](Cc2ccccc2)N(CCc2ccccc2)C(=O)C1=O | 0.1
C[C@@H]1CN([C@H](C)CO)C(=O)c2c(c3ccccc3n2C)-c2ccccc2CO[C@H]1CN(C)C(=O)Oc1ccccc1 | 0.1
C=CC1=CCN(S(=O)(=O)C(C)(C)C)[C@@H]1CCO | 0.9
CC(C)(C)NC(=O)C(c1ccccc1)n1c(=O)c(-c2ccccc2)nc2ccccc21 (centres undefined) | 1.1
O=C1NC[C@H](CCCCN2CCN(Cc3ccccc3)C(=O)C2=O)N(Cc2ccccc2)C1=O | 0.5
O=C1CNC[C@H]2[C@H](c3ccc(C4=CCCC4)cc3)[C@@H](CO)N12 | 0.2
COCC(=O)N1[C@H](C#N)[C@H](c2ccccc2-c2ccccc2)[C@H]1CO | 1.0
CC(C)C[C@H]1COc2cccc(NCCO)c2S(=O)(=O)N1 | 1.9
COc1ccc(OC(=O)N(C)C[C@@H]2OCc3ccccc3-c3c(n(C)c4ccccc34)C(=O)N([C@@H](C)CO)C[C@@H]2C)cc1 | 1.7
CC(C)(C)c1ccc(S(=O)(=O)NCC2CCN(C(=O)C(=O)c3cc4ccccc4o3)CC2)cc1 | 1.0
CS(=O)(=O)N1[C@@H](CO)[C@@H](c2ccccc2)C12CN(Cc1cc(F)ccc1F)C2 | 0.3
C[C@@H]1CN(C(=O)OC(C)(C)C)CCN1c1ccc(N2CCN(Cc3ccccc3)[C@@H](C)C2)c(C#N)c1 | 0.1

Another view of some results above.
mol	TcdB GH inh
Cc1ccc(S(=O)(=O)NC[C@@H]2CC[C@H]3[C@H](CN3Cc3cc(-c4ccccc4)on3)O2)cc1	0.4
Cc1cccc(C)c1NC(=O)C(c1ccccc1F)n1c(=O)c(-c2cc3ccccc3[nH]2)nc2ccccc21 (centres undefined)	-1.4
OC[C@@H]1CC[C@@H]2O[C@H](CCc3ccc(-c4ccc(F)cc4)cc3)[C@@H](n3cc(C4CC4)nn3)C[C@@H]2O1	0.9
COc1ccc(-c2cc(NC(=O)Cc3c(C)[nH]c4ccccc34)ccc2Nc2cccnc2)cc1OC	-0.6
CO[C@H]1CN(C)C(=O)c2cc(NC(=O)NC3CCCC3)ccc2OC[C@@H](C)N(CC2CC2)C[C@@H]1C	-0.8

Later entries
SMILES | TcdB GH inh
CCCNC(=O)N1CC(=O)N2[C@@H](CO)[C@H](c3ccc(C#CCC4CCCC4)cc3)[C@@H]2C1 | -0.1
COc1ccc2c3c([nH]c2c1)[C@H](CO)N(C(=O)C1CC1)CC31CCN(S(C)(=O)=O)CC1 | -0.1
O=C(C1CCOCC1)N1CC(=O)N2[C@H](CO)[C@@H](c3ccc(-c4cccnc4)cc3)[C@@H]2C1 | 0.2
COc1cccc(C#Cc2ccc([C@@H]3[C@@H](CO)N4C(=O)CN(C(=O)C5CC5)C[C@@H]34)cc2)c1 | 0.9
COc1ccc2c3c(n(C)c2c1)[C@H](CO)N(C(=O)c1cnccn1)CC31CN(C)C1 | -1.2
COCC(=O)N1CC2(C1)CN(Cc1ccccc1F)[C@@H](CO)c1[nH]c3cc(OC)ccc3c12 | -0.2
C[C@@H]1CN([C@@H](C)CO)C(=O)c2cccc(NS(=O)(=O)c3ccc(F)cc3)c2O[C@H]1CN(C)C(=O)Nc1cccc2ccccc12 | 1.7
O=C(c1ccccc1F)N1CC(=O)N2[C@H](CO)[C@@H](c3ccc(-c4ccccc4)cc3)[C@@H]2C1 | 0.2
COc1cc(CNC(=O)OC2CC3CC2[C@H]2CCCCN2C3=O)cc(OC)c1 (some centres undefined) | 1.2
COc1ccc(NC(=O)N(C)C[C@H]2Oc3c(NS(=O)(=O)c4ccc(C)cc4)cccc3C(=O)N([C@@H](C)CO)C[C@H]2C)cc1 | 0.3
C/C=C/c1ccc2c(c1)[C@H]1[C@H](CCN1C(=O)C1CC1)[C@@H](CO)N2 | -1.3
Nc1nc2ncccc2cc1C(=O)NC1CCCCC1 | 1.1
COCC(=O)N1[C@H](CO)[C@@H](c2ccccc2C2=CCCCC2)[C@@H]1C#N | 2.7
COc1ccc2c3c([nH]c2c1)[C@@H](CO)N(C(=O)CN1CCOCC1)CC31CN(C(C)=O)C1 | -1.0

Among those listed so far, these contain a CF3 group.
SMILES | TcdB GH inh
CC(=O)N1CC2(C1)[C@@H](c1ccc(-c3ccc(C#N)cc3)cc1)[C@@H](CO)N2CCC(F)(F)F | -1.2
COC(=O)C1=C(C)N(Cc2ccc(C(F)(F)F)cc2)C(=NCc2ccccc2C(F)(F)F)NC1c1ccc(F)cc1 (centres undefined) | 0.1
O=C(NCCN1CCC2(CC1)C(=O)NCN2c1ccccc1)c1ccccc1C(F)(F)F | 0.9
CCCCNC(=O)c1nc(C2CCNCC2)oc1-c1cccc(C(F)(F)F)c1 | 0.0

Some of the compounds tested; the hit share may differ from the screen's.
